TR-FRET SRC-2 ct = TR-FRET artefact, counter-screen to PPARgamma/SRC-2 agonist assay; hit rate 0.4% among 200,000; AID 1049; active compounds read high; TR-FRET ratio at 8 µM; in the data active means TR-FRET ratio above about 2000; further: inactives centre near 1500
PPARg SRC-3 ag = PPARgamma-driven SRC-3 recruitment agonism; P37231; biochemical PPARgamma/SRC-3 coactivator recruitment assay; activation, % at 8 µM; hit rate 0.26% among 200,000; AID 731; in the data active means activation above about 23%;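 further: 0% = DMSO and 100% = reference agonist; some compounds past the cut are filed as inactive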
Target sequence (P37231 whole entry, looked up): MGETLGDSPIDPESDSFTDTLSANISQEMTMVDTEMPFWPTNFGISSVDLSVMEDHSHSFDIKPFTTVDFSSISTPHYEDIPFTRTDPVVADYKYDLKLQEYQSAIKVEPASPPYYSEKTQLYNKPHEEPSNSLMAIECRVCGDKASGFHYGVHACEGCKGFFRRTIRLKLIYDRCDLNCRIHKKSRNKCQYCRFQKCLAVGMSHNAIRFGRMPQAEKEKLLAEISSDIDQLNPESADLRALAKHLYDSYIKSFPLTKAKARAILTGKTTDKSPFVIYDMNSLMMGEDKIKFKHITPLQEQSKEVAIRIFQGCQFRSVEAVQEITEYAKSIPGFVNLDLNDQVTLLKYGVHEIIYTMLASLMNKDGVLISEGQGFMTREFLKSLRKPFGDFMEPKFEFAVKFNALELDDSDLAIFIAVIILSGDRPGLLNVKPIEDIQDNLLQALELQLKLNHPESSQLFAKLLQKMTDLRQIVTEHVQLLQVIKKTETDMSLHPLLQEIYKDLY
HMGR II inh = blocks class II HMG-CoA reductase of Enterococcus faecalis. inhibition, % at 10 µM. AID 1066. purified E. faecalis HMGR, NADPH absorbance 340 nm kinetic. hit rate 0.41% among 190,000;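 active means inhibition above a set limit, the median over all tested compounds plus 3 SD, cut at about 9.5% in these data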;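 further: enzyme runs in reverse so mevalonate oxidation gives rising NADPH absorbance; 0% = complete reaction with DMSO and 100% = background rate lacking mevalonate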
PPARg SRC-1 ag = PPARgamma-driven SRC-1 recruitment agonism; P37231; PPARgamma-SRC-1 coactivator recruitment biochemical assay; activation, % at 8 µM; hit rate 0.41% among 200,000; AID 631; in the data active means activation above about 19%;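 further: 0% = DMSO and 100% = reference agonist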
TNAP inh noacc = inhibitors of human TNAP without phosphate acceptor | hit rate 0.26% among 200,000 | P05186 | inhibition, % at 20 µM | AID 1012 | purified TNAP, CDP-star luminescence, 30 min;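 active means tissue-nonspecific alkaline phosphatase inhibition above about 50% at 20 µM in the single-dose screen, limit read from the data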;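 further: 0% = DMSO negative control and 100% = EDTA positive control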
Target sequence (P05186 whole entry, looked up): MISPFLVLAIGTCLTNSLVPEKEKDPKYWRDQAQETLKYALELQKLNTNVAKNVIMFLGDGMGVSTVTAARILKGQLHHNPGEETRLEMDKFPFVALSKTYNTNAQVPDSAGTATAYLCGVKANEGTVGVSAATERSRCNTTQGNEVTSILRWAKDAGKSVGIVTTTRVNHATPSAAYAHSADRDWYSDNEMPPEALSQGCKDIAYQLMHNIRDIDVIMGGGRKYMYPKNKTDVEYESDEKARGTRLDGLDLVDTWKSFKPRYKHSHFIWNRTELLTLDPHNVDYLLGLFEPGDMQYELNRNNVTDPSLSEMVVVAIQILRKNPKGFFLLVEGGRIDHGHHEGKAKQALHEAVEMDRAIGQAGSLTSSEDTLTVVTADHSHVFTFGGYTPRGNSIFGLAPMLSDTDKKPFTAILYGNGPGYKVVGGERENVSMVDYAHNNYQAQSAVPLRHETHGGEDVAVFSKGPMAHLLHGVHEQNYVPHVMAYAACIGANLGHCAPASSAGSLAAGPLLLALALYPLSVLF
bIAP inh = intestinal alkaline phosphatase (bovine) inhibition; purified bovine IAP, CDP-star luminescence, 30 min; inhibition, % at 20 µM; 190,000 tested, under 10 active;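 active means over 50% inhibition of intestinal alkaline phosphatase at 20 µM in the single-dose screen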
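Assay system: bovine IAP enzyme; medium: DEA buffer 100 mM, pH 9.8, with MgCl2 1.0 mM, ZnCl2 0.02 mM; doses: 20 µM single dose; incubation: enzyme reaction for 30 min at room temperature; detection: CDP-star luminescence signal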
TNAP act hiacc = increases human TNAP activity under high phosphate acceptor concentration. AID 1136. purified TNAP, CDP-star luminescence, 1 M DEA, 30 min; active compounds read high; 0 = EDTA background, 1 = DMSO-only activity. P05186. 200,000 tested, under 10 active. activation factor at 20 µM;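 active means activation factor at least 2 at 20 µM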
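Measured by: Luminescent substrate turnover signal | Test system: Human TNAP | Input: TNAP 1/800 final | Dosing: 20 µM single point | Schedule: 30 min, room temperature | Controls: EDTA wells as negative control, DMSO wells as positive control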
bIAP act = intestinal alkaline phosphatase (bovine) activation; purified bovine IAP, CDP-star luminescence, 30 min; active compounds read high; fold of DMSO-control signal, blank-subtracted; activation factor at 20 µM; hit rate 0.17% among 200,000;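 active means activation factor of 2 or more at 20 µM, a signal rise over negative controls twice the positive control's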
PPARg SRC2 recr = agonists of SRC-2 recruitment by human PPARgamma; P37231; PPARgamma LBD-SRC-2 recruitment, biochemical; activation, % at 8 µM; hit rate 0.34% among 200,000; in the data active means activation above about 22%;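 further: 0% = vehicle and 100% = reference agonist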
TNAP inh hi DEA = TNAP (human) inhibition, high acceptor. purified TNAP, CDP-star luminescence, 1 M DEA. inhibition, % at 20 µM. hit rate 0.03% among 200,000;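 active means over 50% inhibition of tissue-nonspecific alkaline phosphatase at 20 µM in the single-dose screen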;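 further: plate controls were DMSO wells for no effect and EDTA-quenched wells as full inhibition for full effect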
An asterisk follows results filed as active; . = not tested or not shown.

Sequence of screens: TR-FRET SRC-2 ct	PPARg SRC-3 ag	HMGR II inh	PPARg SRC-1 ag	TNAP inh noacc	bIAP inh	TNAP act hiacc	bIAP act	PPARg SRC2 recr	TNAP inh hi DEA
> CC(C)Sc1nsc2nc(=O)c(/C=C3\C=Nc4ccccc43)c(N)n12
→ 1395	-2	-2	-8	62*	6	0.7	0.9	-4	31
> CCOC(=O)c1nnc(-c2cccs2)nc1Oc1ccc(Cl)cc1
→ 1607	4	-2	-2	-5	10	1.1	0.9	-1	-7
> Cc1cc(C2C(C#N)=C(N)Oc3n[nH]c(C)c32)c(C)s1 (stereo not given)
→ 1518	6	6	-2	-1	-4	1.1	1	4	-6
> O=C1c2ccccc2CN1CCNS(=O)(=O)c1ccc(Cl)cc1
→ 1484	-5	-1	8	-7	12	1	0.9	0	-4
> COc1ccc(C2=NN(S(C)(=O)=O)C(c3ccc4nccnc4c3)C2)cc1 (stereo not given)
→ 1723	0	-5	0	13	0	1	1	6	-2
> C=CCc1c(C)nc(SC)nc1Nc1ccc(C(=O)O)cc1
→ 1666	-1	-3	3	-9	2	1	1	1	2
> CCOC(=O)C(C)Sc1nc2c(c(-c3cccs3)c1C#N)CCC2 (stereo not given)
→ 1589	2	1	4	-8	-9	1	1.1	-4	1
> CCc1nnc(NC(=O)CCN2C(=O)c3ccccc3S2(=O)=O)s1
→ 1442	8	3	3	-7	6	1	0.9	4	-3
> Cc1nc2nc(C)c(CCC(=O)NCc3ccc4c(c3)OCO4)c(C)n2n1
→ 1476	-2	-8	8	-16	-6	1.1	1.1	5	-6
> COc1ccccc1NC(=O)CN1CCN(C(=O)c2ccco2)CC1
→ 1536	1	-6	4	-11	2	1	1	12	-3

Sequence of screens: TR-FRET SRC-2 ct	PPARg SRC-3 ag	HMGR II inh	PPARg SRC-1 ag	TNAP inh noacc	bIAP inh	TNAP act hiacc	bIAP act	PPARg SRC2 recr	TNAP inh hi DEA
> Brc1ccc(COc2ncnc3ccccc23)cc1
→ 1465	1	0	-1	-4	0	1	1	3	1
> CC1=NN(c2cccc(C(=O)O)c2)C(=O)/C1=C\C=C/c1ccccc1
→ 1576	5	-1	1	-16	7	1	0.9	2	3
> COc1cccc(CN(Cc2ccco2)S(=O)(=O)c2ccc(S(=O)(=O)NCc3ccccc3)cc2)c1OC
→ 1406	-2	-6	-6	1	0	1	1	-13	-1
> COc1ccc(NC(=S)N(CCc2c(C)[nH]c3ccc(C)cc23)Cc2cccs2)cc1
→ 1594	7	-5	3	-5	-11	1	1.1	5	0
> O=C(CC1Sc2ccccc2NC1=O)OCC(=O)N1CCc2ccccc21 (stereo not given)
→ 1644	-1	-1	3	4	8	1.1	0.9	-2	-8
> Cc1ccc2c(c1)C(O)(CC(=O)c1cccnc1)C(=O)N2 (stereo not given)
→ 1555	3	0	4	2	12	1	0.9	5	0
> O=S(=O)(NCCOCC(F)(F)F)c1ccc2oc3ccccc3c2c1
→ 1502	4	-9	0	-7	-1	1.1	1	2	-5
> CC(=O)N1N=C(N)SC12CCCC2
→ 1475	1	11*	-5	-7	-8	1	1.1	-4	-1
> O=C1CN(C(=O)/C=C/c2ccc(Cl)cc2Cl)CCN1
→ 1607	-1	-3	2	2	7	0.9	0.9	-2	7
> COC(=O)c1ccccc1NC(=S)N(Cc1ccc2c(c1)OCO2)Cc1cc2ccc(OC)cc2[nH]c1=O
→ 1721	-1	1	-5	-7	0	1	1	13	0

Sequence of screens: TR-FRET SRC-2 ct	PPARg SRC-3 ag	HMGR II inh	PPARg SRC-1 ag	TNAP inh noacc	bIAP inh	TNAP act hiacc	bIAP act	PPARg SRC2 recr	TNAP inh hi DEA
> Cc1nnc(SCC(=O)Nc2ncc3c(n2)CC(c2ccccc2)CC3=O)s1 (stereo not given)
→ 1343	-11	-3	-3	-9	13	1.1	0.9	6	-5
> Cc1ccccc1CS(=O)(=O)c1nnc([C@H](Cc2ccccc2)NC(=O)OC(C)(C)C)o1
→ 1262	-4	-1	5	-4	-4	1.1	1	1	-7
> c1ccc(-c2nc(NCC3CCCO3)c3oc4ccccc4c3n2)cc1 (stereo not given)
→ 1530	2	0	4	3	1	1.1	1	8	-6
> CCOC(=O)CSc1ccc(S(=O)(=O)N(C)C2CCCCC2)cc1[N+](=O)[O-]
→ 1430	-5	-1	1	-2	31	1	0.7	6	-2
> CCc1ccc(OCCOCC(O)CNC2CCCC2)cc1 (stereo not given)
→ 1370	3	4	6	-4	1	1.1	1	3	-6
> Nc1nncn1C(=O)CCCN1C(=O)c2ccccc2C1=O
→ 1605	-7	-6	2	-12	2	1.1	1	10	-8
> COc1ccc(NC(=O)CSc2nnc(-c3cccs3)n2Cc2ccco2)cc1OC
→ 1516	-1	-3	-1	-14	-11	1	1.1	3	-1
> CC(=O)c1nn(-c2ccc(Br)cc2)cc1C(=O)c1ccccc1
→ 1571	-1	3	11	-6	-11	1	1.1	2	0
> Cc1cccc(N2C(=S)N=C(Nc3c(C)cccc3C)C23CCOC(C)(C)C3)c1 (stereo not given)
→ 1615	-3	2	-7	-20	-4	1	1	-3	-5
> Cc1cc(O)c(C=O)c2c1C(=O)Oc1c(CO)c(O)c3c(c1O2)C(O)OC3=O (stereo not given)
→ 1702	3	-5	10	24	15	0.8	0.9	5	22

Structural class: those above containing a Cl atom (three)
Sequence of screens: TR-FRET SRC-2 ct	PPARg SRC-3 ag	HMGR II inh	PPARg SRC-1 ag	TNAP inh noacc	bIAP inh	TNAP act hiacc	bIAP act	PPARg SRC2 recr	TNAP inh hi DEA
> CCOC(=O)c1nnc(-c2cccs2)nc1Oc1ccc(Cl)cc1
→ 1607	4	-2	-2	-5	10	1.1	0.9	-1	-7
> O=C1c2ccccc2CN1CCNS(=O)(=O)c1ccc(Cl)cc1
→ 1484	-5	-1	8	-7	12	1	0.9	0	-4
> O=C1CN(C(=O)/C=C/c2ccc(Cl)cc2Cl)CCN1
→ 1607	-1	-3	2	2	7	0.9	0.9	-2	7

Later entries:
Sequence of screens: TR-FRET SRC-2 ct	PPARg SRC-3 ag	HMGR II inh	PPARg SRC-1 ag	TNAP inh noacc	bIAP inh	TNAP act hiacc	bIAP act	PPARg SRC2 recr	TNAP inh hi DEA
> Cn1c(Cn2c(=O)sc3ccccc32)nnc1SCc1ccccn1
→ 1496	-11	-5	2	-13	9	1.1	0.9	-7	-6
> CCc1ccc(N(C(=O)c2csnn2)C(C(=O)NC(C)(C)CC)c2ccccn2)cc1 (stereo not given)
→ 1611	-6	3	1	-8	-3	1	1	2	-2
> COc1ccccc1C(=O)N1CC2(C)CC1CC(C)(C)C2 (stereo not given)
→ 1524	7	1	-3	-3	4	1	1	-4	2
> Cc1ccccc1Nc1nnc(SCc2cc([N+](=O)[O-])cc3c2OCOC3)s1
→ 1504	-3	-5	4	-5	-8	1	1.1	12	0
> CCSc1nc(N2CCOCC2)c2c(c1C#N)CC(C)(C)N(C)C2
→ 1547	-1	1	1	-12	8	1.1	0.9	8	-6
> CCn1cc(C(=O)OCC(=O)N2C(C)CCCC2C)c(=O)c2ccc(C)nc21 (stereo not given)
→ 1381	-1	5	4	-6	-8	1	1.1	3	0
> CC(C)C(=O)NC(NC(=S)Nc1ccc(S(N)(=O)=O)cc1)C(Cl)(Cl)Cl (stereo not given)
→ 1516	2	-4	2	44	-10	1	1.1	0	1
> Cc1cc(=O)oc2cc(OCC3CC(c4ccc(Cl)cc4)=NO3)ccc12 (stereo not given)
→ 1406	-10	1	-6	-4	22	1	0.8	-10	-2
> Cc1cccc(NC(=O)c2cnc3sccn3c2=O)n1
→ 1602	15	.	5	.	.	.	.	5	.
> CCOC(=O)N1CCC(c2cc(=O)n3[nH]ccc3n2)CC1
→ 1662	6	-10	-1	14	0	1	1	10	-5

Some of the entries so far, as labelled records.
Structure: Cc1cc(O)c(C=O)c2c1C(=O)Oc1c(CO)c(O)c3c(c1O2)C(O)OC3=O (stereo not given)
  TR-FRET SRC-2 ct: 1702	PPARg SRC-3 ag: 3	HMGR II inh: -5	PPARg SRC-1 ag: 10	TNAP inh noacc: 24	bIAP inh: 15	TNAP act hiacc: 0.8	bIAP act: 0.9	PPARg SRC2 recr: 5	TNAP inh hi DEA: 22
Structure: O=C(CC1Sc2ccccc2NC1=O)OCC(=O)N1CCc2ccccc21 (stereo not given)
  TR-FRET SRC-2 ct: 1644	PPARg SRC-3 ag: -1	HMGR II inh: -1	PPARg SRC-1 ag: 3	TNAP inh noacc: 4	bIAP inh: 8	TNAP act hiacc: 1.1	bIAP act: 0.9	PPARg SRC2 recr: -2	TNAP inh hi DEA: -8

The list continues.
Sequence of screens: TR-FRET SRC-2 ct	PPARg SRC-3 ag	HMGR II inh	PPARg SRC-1 ag	TNAP inh noacc	bIAP inh	TNAP act hiacc	bIAP act	PPARg SRC2 recr	TNAP inh hi DEA
> Cc1ccc(CN2CCN(/N=C/c3cc(Br)ccc3O)CC2)cc1
→ 1554	7	-7	8	-9	5	1	0.9	6	-2
> CC(C)CCn1c(SCc2ccc(Cl)cc2)nc2c1c(=O)[nH]c(=O)n2C
→ 1521	3	-1	0	-10	5	1.1	0.9	-7	-6
> Cc1ccc(S(=O)(=O)N2CCC(=O)N(C(COCc3ccccc3)Cc3ccccc3)CC2)cc1 (stereo not given)
→ 1723	1	-2	1	-7	-2	1	1	4	-1
> O=C(Nc1cccc(-c2nc3ccccc3o2)c1)c1ccc(N2C(=O)C3C4C=CC(C4)C3C2=O)cc1 (stereo not given)
→ 1797	-2	-5	3	-7	0	1.1	1	8	-9
> CCOC(=O)CNC(c1ccccc1)c1cc(Br)ccc1NC(=O)OCC (stereo not given)
→ 1563	4	-5	4	-5	3	1.1	1	2	-7
> Cc1noc(NS(=O)(=O)c2ccc(NC(=O)CCCOc3ccc(Cl)cc3Cl)cc2)c1C
→ 1344	7	4	4	-10	12	1.1	0.9	7	-5
> C=CCNC(=O)C1CCCN(S(C)(=O)=O)C1 (stereo not given)
→ 1559	2	-2	-4	-8	4	1	1	3	2
> CC(C)CC(=O)N=C1SC2CS(=O)(=O)CC2N1Cc1ccccc1 (stereo not given)
→ 1580	4	3	7	-8	-1	1.1	1	6	-6

Shown as a hit in TNAP inh noacc (from the list above):
smiles | PPARg SRC-3 ag | HMGR II inh | PPARg SRC-1 ag | TNAP inh noacc | bIAP inh | TNAP act hiacc | bIAP act | PPARg SRC2 recr | TNAP inh hi DEA
CC(C)Sc1nsc2nc(=O)c(/C=C3\C=Nc4ccccc43)c(N)n12 | -2 | -2 | -8 | 62* | 6 | 0.7 | 0.9 | -4 | 31

Arranged by SMILES length (ascending): part of the list above
Sequence of screens: TR-FRET SRC-2 ct	PPARg SRC-3 ag	HMGR II inh	PPARg SRC-1 ag	TNAP inh noacc	bIAP inh	TNAP act hiacc	bIAP act	PPARg SRC2 recr	TNAP inh hi DEA
> Cc1noc(NS(=O)(=O)c2ccc(NC(=O)CCCOc3ccc(Cl)cc3Cl)cc2)c1C
→ 1344	7	4	4	-10	12	1.1	0.9	7	-5
> Cc1ccc(S(=O)(=O)N2CCC(=O)N(C(COCc3ccccc3)Cc3ccccc3)CC2)cc1 (stereo not given)
→ 1723	1	-2	1	-7	-2	1	1	4	-1
> O=C(Nc1cccc(-c2nc3ccccc3o2)c1)c1ccc(N2C(=O)C3C4C=CC(C4)C3C2=O)cc1 (stereo not given)
→ 1797	-2	-5	3	-7	0	1.1	1	8	-9
